DRD3 agonist: activates the human D3 dopamine receptor. P35462. D3R DiscoveRx beta-arrestin cells, luminescence, 90 min. max activation, %. 410,000 compounds, 0.58% hits. AID 652048; in the data active = max activation above about 30%; also: 0% is about no effect; mostly tested at two doses, the higher about 12 µM
Target sequence (P35462 whole entry, looked up): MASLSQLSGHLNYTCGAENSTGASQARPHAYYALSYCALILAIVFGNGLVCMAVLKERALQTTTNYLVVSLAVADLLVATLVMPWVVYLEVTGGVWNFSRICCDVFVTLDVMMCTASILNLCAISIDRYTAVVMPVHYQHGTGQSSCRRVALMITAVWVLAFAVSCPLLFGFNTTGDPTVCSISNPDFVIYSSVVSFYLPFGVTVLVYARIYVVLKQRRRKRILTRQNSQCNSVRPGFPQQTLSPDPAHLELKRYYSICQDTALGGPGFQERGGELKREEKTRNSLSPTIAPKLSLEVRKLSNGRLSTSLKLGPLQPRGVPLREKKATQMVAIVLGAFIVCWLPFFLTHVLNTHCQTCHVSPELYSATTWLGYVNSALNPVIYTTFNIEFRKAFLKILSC
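Agonist-mode cell screen: cells plated at 1500/well and incubated overnight at 37 °C, then exposed to library compounds for 90 min at 37 °C. Detection reagent was added for 30–60 min at room temperature, and luminescence was read.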
FUS yeast rescue: FUS proteinopathy suppression in yeast; S. cerevisiae FUS-expressing, growth rescue, OD600, 24 h; Potency, µM (doses to about 76.6 µM), for the others: at the top dose growth rescue (activation), usual class: activators; 390,000 compounds, 0.24% hits; AID 1347120;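 also: potency is read from the fitted curve at half-maximal effect; plate controls were DMSO vehicle for no effect and reference control for full effect; nearly all actives have a fitted effect of over 55% in size; some results filed as inactive show a strong effect at the top dose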
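Read-out: OD at 600 nm after 24hr at 30C, reporting rescue of FUS-induced yeast toxicity. Cells at OD 0.005 in galactose (2%) minimal medium; compounds tested in a dilution series; CP55940 titration from 92uM final as control.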
aSyn rescue: alpha-synuclein toxicity inhibition in yeast. 370,000 compounds, 0.14% hits. AID 652106. Potency, µM (top dose mostly 46.1 µM), for the others: top-dose growth rescue (activation), most hits filed as activators. Yeast expressing alpha-synuclein, growth rescue, BacTiter-Glo, 24 h; also: potency is read from the fitted curve at half-maximal effect; % of control where 0% means no effect; nearly all actives have a fitted effect of over 65% in size
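Readout is rescue of growth in alpha-synuclein-expressing yeast, so inhibitors of toxicity appear as activators. Growth after 24 hr at 30 deg C in galactose medium is quantified by luminescence.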
DRD3 antagonist: D3 dopamine receptor (human) antagonism | D3R cells, DiscoveRx beta-arrestin luminescence, antagonist mode; stronger effect = lower value | max response, negative = inhibition, % | 360,000 compounds, 2.5% hits | AID 652054; in the data active = max response below about -50%; inconclusive = no clear call, values can overlap the other calls; also: % is scaled to controls: 0 for no effect and ±100 for the full control effect; mostly tested at two doses, the higher about 12 µM
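Cells plated overnight at 1500 cells/well, then exposed to library compounds with dopamine controls for 90 minutes at 37 degrees C. DiscoveRx reagent added for 30–60 minutes at room temperature; luminescence read, quantitative HTS format.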
Abeta yeast res: restores growth of yeast expressing A-beta42 peptide | 410,000 compounds, 0.063% hits | yeast expressing A-beta42, growth rescue, OD600, 48 h; response scale: 0% DMSO, 100% iron-clioquinol control | Potency, µM (titrated, usually from 46.1 µM), inactives show at the highest dose growth rescue, hits mostly activators; also: potency is read from the fitted curve at half-maximal effect; nearly all actives have a fitted effect of over 55% in size
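Growth rescue measured by 600 nm absorbance after 48 h yeast culture at 30 C with compound. Values normalized between DMSO and an equimolar ferric chloride plus clioquinol control.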
EPAC2 antag: antagonists of human EPAC2 | 360,000 compounds, 0.18% hits | Q8WZA2 | EPAC2 GEF exchange of Rap1B-BODIPY-GDP, fluorescence | Potency, µM (doses to about 114 µM), without a hit: top-dose activity, negative = inhibition, actives largely listed as inhibitors; also: potency is read from the fitted curve at half-maximal effect; % is scaled to controls: 0 for no effect and ±100 for the full control effect; nearly all actives have a fitted effect of over 45% in size; many of its hits are not listed in these tables
EPAC2 agonist: activates human EPAC2 exchange factor | AID 720711 | Potency, µM (titrated, usually from 154 µM), for the others: at the top dose activation, usual class: activators | Q8WZA2 | EPAC2 activation, biochemical qHTS; response scale: 100% = 6.5 mM cAMP response | 360,000 compounds, 0.079% hits; also: potency is read from the fitted curve at half-maximal effect; nearly all actives have a fitted effect of over 50% in size
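Each well held 100 nM EPAC2, 250 nM RAP1B-BODIPY-GDP and 50 uM GDP. Fluorescence, read at 5-min intervals to 30 min, was referenced to a 6.5 mM cAMP positive control.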
TDP-43 yeast inh: TDP-43 toxicity inhibition in yeast; TDP-43 expressing yeast growth rescue, BacTiter-Glo, 24 h; Potency, µM (series often up to 46.1 µM), without a hit: at the highest dose growth rescue (activation), actives largely listed as activators; 410,000 compounds, 1.8% hits; AID 652104; also: potency is read from the fitted curve at half-maximal effect; % of control where 0% means no effect; nearly all actives have a fitted effect of over 50% in size
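Yeast expressing TDP-43 (pregrown in raffinose, seeded at OD600=0.02 in galactose medium) exposed to compounds 24 hr at 30 deg C. Growth read by BacTiter-Glo luminescence; rescue of toxicity appears as increased signal.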
An asterisk follows results filed as active; ? = inconclusive; · = not tested or not shown; [ ] = dose if it differs, or a comment. Unless noted, calls follow the shape of the dose curve; as a rule, active = well fitted curve in the direction sought with a large enough effect; inconclusive = small, poorly fitted or top-dose-only effect, or another doubt; inactive = no such curve, though single readings can be large; an effect the other way counts as inactive or inconclusive. Some of the compounds tested; count on the stated rates, not on these rows.

Second line of a record – DRD3 agonist | FUS yeast rescue | aSyn rescue | DRD3 antagonist | Abeta yeast res | EPAC2 antag | EPAC2 agonist | TDP-43 yeast inh
1) CCN(C(=O)COC(=O)c1ccccc1NCc1ccco1)c1c(N)n(Cc2ccccc2)c(=O)[nH]c1=O
 : -5 | ? | 2% | 17 | 5% | -15% | 0% | 14%
2) Cc1nn(Cc2ccccc2)c(Cl)c1C(=O)NCCc1ccc(Cl)cc1
 : -7 | · | -1% | 18 | 4% | 2% | -4% | 26%
3) CN(C)CCCNC(=O)N1c2ccccc2Sc2ccccc21
 : -23 | 27% | -3% | ? | 4% | -4% | 1% | -12%
4) Cc1ccc(N2CC(C(=O)Nc3cc(Cl)ccc3-n3cncn3)CC2=O)cc1 (stereo unspecified)
 : -1 | 1% | 3% | 10 | -8% | 1% | -7% | -25%
5) COc1ccc(C(CNC(=O)C(CCSC)NC(=O)c2ccccc2Cl)N2CCCC2)cc1 (stereo unspecified)
 : -8 | -21% | -2% | -20 | -17% | 8% | 5% | -5%
6) CSc1nnc(C)c(=O)n1COC(=O)COc1ccc(F)cc1
 : 7 | 22% | -2% | -6 | -18% | -4% | 5% | -18%
7) CCOc1ccc(NC(=O)CSc2nc3cccnc3n2CCOC)cc1
 : 3 | 4% | -3% | 2 | 0% | -4% | -5% | 1%
8) CN1CCc2c(OCc3ccc(F)cc3)cccc2C1=O
 : 3 | -2% | 5% | 3 | -14% | -1% | -5% | ?
9) Cc1ccc(Cl)cc1N1CCN(CCCNC(=O)C2COc3ccccc3C2)CC1 (stereo unspecified)
 : -28 | 23% | · | · | -5% | · | · | 4%[9.22 µM]
10) CCN(C(=O)COC(=O)/C=C/c1cccc(Br)c1)C1CCS(=O)(=O)C1 (stereo unspecified)
 : -6 | 4% | -3% | -2 | 8% | -8% | 17% | -11%
11) c1ccc2c(CCc3ccncc3)cccc2c1
 : -6 | 32% | -1% | -16 | -26% | -20% | 11% | -29%
12) Cc1ccc(C2(CCNC(C)c3cccs3)CCOC(C(C)C)C2)cc1 (stereo unspecified)
 : 6 | 10% | 0% | 11 | -10% | -5% | 3% | -16%
13) COc1ccc(CNC(=O)C(=O)NCC(c2ccco2)S(=O)(=O)c2cccs2)cc1 (stereo unspecified)
 : 7 | 0% | · | · | 2% | · | · | 15%
14) CC[C@]12c3[nH]c4cc(CCC(=O)N(C)C)ccc4c3CCN1C(=O)[C@@H](CC(=O)NCc1cccc(C(F)(F)F)c1)C[C@@H]2C(=O)N1CCN(C(=O)c2ccco2)CC1
 : 13 | 22% | 7% | 31 | 1% | 0% | -6% | 10%
15) CCOc1ccc(CN2CCN(Cc3cc4ccccc4o3)CC2CCO)cc1 (stereo unspecified)
 : -11 | -4% | 7% | -24 | 20% | -3% | 0% | 10%
16) CCN1CCS/C1=C\C=C\C1=[N+](CC)CCS1
 : 0 | -25% | -6% | 3 | -20% | 10% | -1% | -2%
17) CN(CCOCCOc1ccc(Cl)cc1Br)Cc1ccccc1
 : -18 | 2% | 15% | -64* | 1% | -5% | 2% | 2%
18) O=C(O)CN1CCCC1=Nc1ccccc1
 : 4 | 15% | 2% | -10 | 7% | 5% | 6% | -12%
19) O=C(NC(=S)Nc1nc2ccccc2s1)c1ccco1
 : -3 | 7% | 3% | -16 | 2% | 7% | 6% | -9%[0.397 µM]
20) C[C@@H]1CN([C@H](C)CO)C(=O)c2cc(NC(=O)Nc3ccc(C(F)(F)F)cc3)ccc2O[C@H]1CN(C)Cc1ccc(Cl)c(Cl)c1
 : 10 | ? | -30%[inhibitor] | 11 | 1% | -16% | -5% | 19%
21) Cc1c(C(=O)N2CCN(c3ccc([N+](=O)[O-])cc3)CC2)oc2ccccc12
 : -1 | 7% | 3%[1.84 µM] | -8 | 4% | -4% | 1% | 21%
22) C=CCOc1c(Cl)cc(CNc2nccs2)cc1OC
 : 0 | -11% | -4% | 5 | 22% | 19% | 9% | -14%
23) COc1cc(C2C(C#N)=C(SC)NC3=C2C(=O)CCC3)ccc1O (stereo unspecified)
 : 9 | 5% | -5% | 6 | -4% | 6% | -1% | -23%
24) O=C(CCc1ccccc1)NNc1cc(N2CCCCC2)nc(N2CCCCC2)n1
 : -13 | 17% | -1% | 7 | 5% | 6% | -4% | 3.2µM*
25) CCCN(Cc1cccs1)C(=O)Nc1cc(C)ccc1OC
 : 0 | -14% | · | · | 2% | · | · | 0%
26) N/C(=N\OC(=O)C12CC3CC(CC(C3)C1)C2)c1cccnc1
 : 15 | 9% | 23% | 6 | -13% | 5% | 0% | 6%
27) N=c1c(C(=O)NCC2CCCO2)cc2c(=O)n3ccccc3nc2n1CCCO (stereo unspecified)
 : 7 | -21% | · | · | -9% | · | · | -2%
28) COc1ccc(OC)c(NC(=O)Nc2nnc(COCCO)s2)c1
 : -8 | -14% | -3% | 22 | 3% | -3% | -2% | 11%
29) CCCOc1ccc(NC(=O)CC2C(=O)N(c3cccc(OC)c3)C(=O)N2CCc2ccncc2)cc1 (stereo unspecified)
 : -7 | 16% | · | · | -1% | · | · | 3%
30) Cc1nc2ccc(S(=O)(=O)NC(CC(C)C)C(=O)O)cc2s1 (stereo unspecified)
 : 11 | -1% | 3% | 5 | 13% | 9% | 6% | 14%
31) Cc1ccc(-n2c(CNc3ccc(F)cc3)nnc2SCC(=O)O)cc1
 : 6 | 7% | 0% | 6 | 1% | 3% | 3% | -7%
32) CC(C)C[C@H](NC(=O)c1nc[nH]c1C(=O)N(C)Cc1ccccc1)C(=O)OCc1ccccc1
 : -1 | ? | 12% | -3 | 3% | -10% | -6% | -2%
33) Cc1cc(N2CCN(C/C=C/c3ccccc3)CC2)n2ncnc2n1
 : -6 | 2% | -6% | 13 | 11% | 8% | -1% | -14%
34) CCn1nnnc1SCC(=O)Nc1cc(OC)cc(OC)c1
 : -7 | -4% | -5% | -26 | 5% | -2% | 12% | 1%
35) CC(C)c1cc(C(=O)N/N=C/C=C/c2ccccc2)n[nH]1
 : 0 | 0% | 0% | 12 | -13% | 2% | -5% | 23%
36) O=C1NC[C@H](CCCCN2C[C@H](Cc3ccccc3)N(CCC3CCCCC3)C(=O)C2=O)N(CCc2ccccc2)C1=O
 : -9 | 13% | -1% | -9 | 2% | 6% | 1% | 0%
37) O=C(Nc1ccnn1C1CCN(Cc2ccccc2)CC1)c1ccccc1Cl
 : -11 | 13% | -1% | -12 | 7% | -10% | 3% | 4%
38) COc1ccc(C(=O)N2CCC(C(=O)c3c(C)cc(C)cc3C)CC2)cc1
 : 8 | 21% | 12% | 6 | 15% | -12% | 20% | ?
39) Cc1cccc(NC(=O)NC(C)C(c2cccs2)N2CCOCC2)c1 (stereo unspecified)
 : -8 | 1% | -1% | ? | -11% | -4% | 0% | 0%
40) O=C(C[n+]1cc(-c2ccc(Cl)c(Cl)c2)n2c1CCC2)c1cccs1
 : -47 | 23% | 1% | -19 | -3% | -1% | 13% | -4%

Given with each value named: part of the list above.
31. Cc1ccc(-n2c(CNc3ccc(F)cc3)nnc2SCC(=O)O)cc1
- DRD3 agonist: 6
- FUS yeast rescue: 7%
- aSyn rescue: 0%
- DRD3 antagonist: 6
- Abeta yeast res: 1%
- EPAC2 antag: 3%
- EPAC2 agonist: 3%
- TDP-43 yeast inh: -7%

32. CC(C)C[C@H](NC(=O)c1nc[nH]c1C(=O)N(C)Cc1ccccc1)C(=O)OCc1ccccc1
- DRD3 agonist: -1
- FUS yeast rescue: ?
- aSyn rescue: 12%
- DRD3 antagonist: -3
- Abeta yeast res: 3%
- EPAC2 antag: -10%
- EPAC2 agonist: -6%
- TDP-43 yeast inh: -2%

33. Cc1cc(N2CCN(C/C=C/c3ccccc3)CC2)n2ncnc2n1
- DRD3 agonist: -6
- FUS yeast rescue: 2%
- aSyn rescue: -6%
- DRD3 antagonist: 13
- Abeta yeast res: 11%
- EPAC2 antag: 8%
- EPAC2 agonist: -1%
- TDP-43 yeast inh: -14%

34. CCn1nnnc1SCC(=O)Nc1cc(OC)cc(OC)c1
- DRD3 agonist: -7
- FUS yeast rescue: -4%
- aSyn rescue: -5%
- DRD3 antagonist: -26
- Abeta yeast res: 5%
- EPAC2 antag: -2%
- EPAC2 agonist: 12%
- TDP-43 yeast inh: 1%

Next section:
Second line of a record – DRD3 agonist | FUS yeast rescue | aSyn rescue | DRD3 antagonist | Abeta yeast res | EPAC2 antag | EPAC2 agonist | TDP-43 yeast inh
41) CCc1c(C)nc2cc(-c3ccc(OC)c(OC)c3)nn2c1N1CCCC1
 : 29 | 7% | -6% | 8 | -26% | -23% | -3% | ?
42) CCOC(=O)C1(CCOC)CCN(C(=O)Cc2ccc3ccccc3c2)CC1
 : 2 | 22% | 10% | 8 | 1% | 5% | 0% | -4%
43) O=C(Cn1cnc2c(nnn2-c2ccccc2)c1=O)NCc1ccco1
 : 1 | 8% | 1% | -11 | 9% | 10% | 9% | 0%
44) CCC(C)(C)C(=O)Nc1cc([N+](=O)[O-])ccc1Cl
 : 1 | -5% | -3% | -5 | -5% | 6% | 3% | -7%
45) O=C(Nc1ccc(S(=O)(=O)N2CCOCC2)cc1)c1ccc(Cl)s1
 : 3 | -9% | 0% | 13 | 23% | -9% | 6% | -10%
46) Cc1ccc(NC(=S)NC(=O)C2CC2)c(C)c1
 : -3 | -17% | 1% | -16 | ? | -10% | 6% | ?
47) COC(=O)c1ccc2c(=O)n(CCCCCC(=O)NCc3ccc(Cl)cc3)c(=O)[nH]c2c1
 : -14 | ? | · | · | -1% | · | · | -1%
48) COc1cc(/C=C(/NC(=O)c2ccccc2)C(=O)Nc2cccc(O)c2)c([N+](=O)[O-])cc1OC
 : -9 | · | 3% | 19 | -3% | -3% | -2% | -17%
49) COc1cc(/C=N/NC(=O)CN2CCOCC2)ccc1OCc1ccccc1
 : -4 | 0% | -4% | -18 | 11% | 3% | 5% | 16%
50) CCOc1ccc(CNC(=S)NCc2ccc(OCC)cc2)cc1
 : 0 | 19% | 0% | -4 | ? | 20% | -6% | 5%

Screening results from PubChem.
